# Compound activity: PubChem BioAssay, Broad Institute
# Xi reactivation: X-chromosome reactivation activator; activation, % at 7.58 µM; hit rate 0.055% among 360,000; XiGFP mouse fibroblasts, % GFP-positive cells imaging, 3 d; cells co-treated with 5-aza-dC sensitizer; scaled so ellipticine positive control = 100%;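 active = mean normalized replicate activation at least 10% and every replicate at or above 10%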;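 also: 0% = median of on-plate neutral control wells and 100% = ellipticine 6 µM median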
#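 Material: XiGFP fibroblasts, SV40-immortalized. Buffer or medium: DMEM plus 5-aza-dC sensitizer. Compound: single concentration per compound, delivered by pin transfer. Times: 3 days compound exposure. Controls: ellipticine 6 µM.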
# RAD54 branch: inhibitors of human RAD54 branch migration. Q92698. RAD54 Holliday junction branch migration, FAM/BHQ fluorescence. inhibition, % at 10.4 µM. hit rate 0.14% among 360,000. AID 602329;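 active = mean normalized replicate activity at least 40 and at least half of replicates scoring 40 or more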;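 also: 0% = median of neutral control wells and 100% = median of positive control wells; inhibitors cause a drop in the FAM fluorescence signal; in these data hits start at about 50%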
# Target sequence (Q92698 whole entry, looked up): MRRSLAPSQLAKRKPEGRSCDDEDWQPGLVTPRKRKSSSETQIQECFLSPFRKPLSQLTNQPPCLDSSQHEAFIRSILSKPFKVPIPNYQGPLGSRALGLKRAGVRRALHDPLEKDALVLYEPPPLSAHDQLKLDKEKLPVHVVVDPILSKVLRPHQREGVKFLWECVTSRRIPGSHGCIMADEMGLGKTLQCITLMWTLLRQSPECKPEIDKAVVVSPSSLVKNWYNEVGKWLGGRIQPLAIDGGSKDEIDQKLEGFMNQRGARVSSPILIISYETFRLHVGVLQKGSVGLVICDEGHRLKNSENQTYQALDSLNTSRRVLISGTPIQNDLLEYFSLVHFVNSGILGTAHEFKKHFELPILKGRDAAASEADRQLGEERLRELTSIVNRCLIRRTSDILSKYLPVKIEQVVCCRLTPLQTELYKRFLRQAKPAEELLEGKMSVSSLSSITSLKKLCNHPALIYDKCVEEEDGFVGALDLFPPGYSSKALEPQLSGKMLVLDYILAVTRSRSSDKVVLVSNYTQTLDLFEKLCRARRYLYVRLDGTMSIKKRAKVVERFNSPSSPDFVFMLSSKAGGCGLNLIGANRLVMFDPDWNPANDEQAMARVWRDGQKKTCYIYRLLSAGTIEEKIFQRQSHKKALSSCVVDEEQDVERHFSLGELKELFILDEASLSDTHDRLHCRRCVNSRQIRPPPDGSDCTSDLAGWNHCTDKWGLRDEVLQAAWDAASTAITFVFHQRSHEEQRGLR
# ERp5 block: ERp5 (human) disulfide isomerase inhibition. hit rate 0.05% among 350,000. inhibition, % at 9.99 µM. ERp5 insulin aggregation, absorbance 650 nm, 90 min;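 active = mean replicate inhibition above about 25%, with every replicate also reaching it, limit read from the data, passing the limit was not always enough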
# E-selectin induc: E-selectin induction on HUVECs; hit rate 0.37% among 260,000; HUVEC E-selectin immunofluorescence imaging; normalized: neutral wells 0, TNF-alpha wells 100; activation, % at 7.58 µM; P16581; AID 686992;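 active = mean E-selectin-positive cell signal at least 10% of the positive control, reached in at least 60% of replicates, without over 20% cell loss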;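 also: in these data hits start at about 27%; measured in HUVEC primary endothelial cells; signal is the percent of cells scored E-selectin positive by PE staining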
#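 Test system: HUVEC | Signal: Immunofluorescence imaging | Read-out: Percent E-selectin-positive cells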
# ERAP1 HTS inh: inhibitors of human ERAP1 aminopeptidase; recombinant ERAP1, Leu-AMC fluorescence, 60 min; inhibition, % at 10.7 µM; hit rate 0.15% among 340,000;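 active = mean replicate inhibition of at least 30%, or all replicates individually reaching that 30% level; inactive = mean below 30% and not every replicate reaching it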;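 also: 0% = neutral control wells and 100% = L-leucinethiol positive control wells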
# S100A4 MyoIIA: inhibitors of human S100A4 binding to myosin IIA peptide; P26447; S100A4/TAMRA-MyoIIA peptide fluorescence polarization; inhibition, % at 10.7 µM; hit rate 0.14% among 360,000;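 active = mean inhibition of at least 70% across replicates, with every replicate also reaching that level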
# Target sequence (P26447 whole entry, looked up): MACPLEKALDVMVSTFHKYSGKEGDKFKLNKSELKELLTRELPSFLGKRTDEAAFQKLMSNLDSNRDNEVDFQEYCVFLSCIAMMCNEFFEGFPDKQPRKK
#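 assay system = human S100A4 monomer with TAMRA-labelled myosin IIA peptide | also added = labelled myosin peptide probe, 5 nM | incubation = 5 min between mix addition and reading | control set = DMSO and TFP controls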
# RAD52 inh: inhibitors of human RAD52 DNA annealing | inhibition, % at 18.7 µM | recombinant RAD52 DNA annealing, FRET fluorescence | P43351 | hit rate 0.46% among 360,000;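 active = every replicate showing at least 50% inhibition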
# esBAF inh: SWI/SNF esBAF complex inhibition | hit rate 2% among 350,000 | mouse ES cells, Bmi1-luciferase knock-in reporter, 24 h; 100% = twice the neutral-well signal | AID 602393 | reporter increase, % at 12.5 µM; in the data active = activation above about 40%;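 also: 0% = median of the plate's neutral control wells and 100% = double that signal; a rise in the Bmi1 reporter signal indicates esBAF inhibition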
# Numbers without * were called inactive; nt = not tested or not shown; & = joins results of further samples.
SMILES,Xi reactivation,RAD54 branch,ERp5 block,E-selectin induc,ERAP1 HTS inh,S100A4 MyoIIA,RAD52 inh,esBAF inh
Cc1ccc(NC(=O)CN(C)CC(=O)Nc2sc3c(c2C(N)=O)CCC3)cc1,0.4,8,11,nt,0,-8,-18,13
Cc1ccccc1C(=O)N[C@H](C(=O)N1CCC[C@H]1C(=O)NCCc1ccccc1Cl)c1ccccc1,0.1,nt,-9,0.8,3,-2,-8,nt
CCOc1ccc(CNC(=O)CCC(=O)N2CCSc3ccccc32)cc1,0.1,14,9,nt,-1,-1,-12,6
C=CC[C@@]1(C(=O)NCC(O)CO)N=C(c2ccc(OCCCO)cc2)O[C@@H]1c1ccccc1 (some centres undefined),nt,-9,3,nt,1,8,9,nt
COc1cc2c(cc1OC)/C(=C/C(=O)c1ccc(C)cc1)NCC2,0.0,2,-3,0.0,0,-3,-12,13
CO[C@@H]1CN(C)C(=O)c2cc(NS(=O)(=O)c3ccccc3Cl)ccc2OC[C@@H](C)NC[C@@H]1C,0.1,4,5,0.1,3,-2,-9,-5
CC[C@@H]1CCC[C@@H](O)[C@@H](C)C(=O)O[C@H](C)[C@@H](C)C/C=C(C)/C(OC)=C\C(=O)N(C)C([C@@H](C)CC)C(=O)N(C)[C@@H](C(C)C)C(=O)N(C)[C@@H](COC)C(=O)N2CCC[C@H]2C(=O)N(C)[C@@H](C(C)C)C(=O)N2CCC[C@H]2C(=O)O1 (some centres undefined),0.5,7,3,-0.2,12,9,-12,-23
COc1ccccc1CNC(=O)C1CCN(C(=O)[C@@H]2Cc3ccccc3CN2)CC1,0.1,7,6,nt,-5,0,-7,2
COc1cc(C(=O)NCCc2ccccc2)ccc1OCC(=O)N1CCOCC1,0.2,-2,-4,-1.8,2,3,-4,-1
Cc1cccc(/C=C(\C(=O)C(=O)O)c2ccc3ccccc3n2)c1,0.0,-10,17,nt,0,-6,-105,50*
COc1ccc(CCNC(=O)CNC(=O)Cn2ccc3ccccc3c2=O)cc1OC,0.0,6,0,nt,1,3,-2,nt
c1ccc(N2CCOCCOCCOCCOCC2)cc1,0.0,nt,-2,-0.1,0,-3,-6,nt
CC(=O)Nc1ccc2c(c1)C(=O)N(C)[C@@H]1CC[C@@H](CC(=O)NCc3ccccc3Cl)O[C@@H]1CO2,0.1,9,0,0.1,5,8,13,-5
CC(=O)N[C@H]1[C@H](Oc2ccc3c(c2)CCC2C3CC[C@]3(C)C(=O)CCC23)O[C@H](CO)[C@@H](O)[C@@H]1O (some centres undefined),0.5,-3,1,0.5,-4,-5,-17,2
O=C(O)c1cccc(Nc2nc3ccccc3nc2NS(=O)(=O)c2cccs2)c1,0.0,-13,4,nt,-13,0,-22,-3
O=C(Nc1ccc2c(c1)[C@@H]1C[C@H](CC(=O)N3CCCCC3)O[C@H](CO)[C@@H]1O2)C1CCC1,0.7,2,11,-0.5,2,10,-3,0
C[C@H]1COC(=O)[C@H](Cc2ccc(F)cc2)CC/C=C/C[C@@H](CC(=O)N[C@@H](CO)Cc2ccccc2)C(=O)N1,0.0,-5,-1,-0.1,-1,0,-11,8
Cc1noc(C)c1S(=O)(=O)Nc1ccc2c(c1)C(=O)N([C@@H](C)CO)C[C@@H](C)[C@@H](CN(C)Cc1ccccc1)OCCCC[C@@H](C)O2,0.2,3,0,-0.2,0,2,12,7
CCCNC(=O)C1(C)CCCN(Cc2cccc(C(F)(F)F)c2)C1 (centres undefined),-0.1,-11,-2,nt,3,-1,-9,-7
CCc1c(O)c(/C(C)=N\O)c(=O)n(-c2ccccc2)c1-c1ccccc1,-0.1,-5,nt,-0.7,nt,nt,nt,-4
COc1ccc(NC(=O)N(C)C[C@H]2Oc3c(NS(=O)(=O)c4ccc(F)cc4)cccc3C(=O)N([C@H](C)CO)C[C@H]2C)cc1,-0.8,4,nt,0.0,nt,nt,nt,-2
CC=Cc1ccc2n(c1=O)C[C@H]1[C@H](CO)[C@@H](C(=O)NCCC)N(CC3CCCC3)[C@@H]21 (mixture of isomers),0.0,-2,-14,0.1,8,4,99*,2
O=C(Nc1ccc2c(c1)OCCO2)C1CCN(C(=O)c2ccc([N+](=O)[O-])cc2)CC1,0.2,-2,-6,0.0,-4,-7,-3,-4
Oc1ccc(-n2cccc2/C=N/n2cnnc2)cc1,0.0,nt,-6,nt,0,2,-100,2

# Complete entries as entered above:
# O=C(Nc1ccc2c(c1)OCCO2)C1CCN(C(=O)c2ccc([N+](=O)[O-])cc2)CC1 in the list: Xi reactivation = 0.2; RAD54 branch = -2; ERp5 block = -6; E-selectin induc = 0.0; ERAP1 HTS inh = -4; S100A4 MyoIIA = -7; RAD52 inh = -3; esBAF inh = -4
# CO[C@@H]1CN(C)C(=O)c2cc(NS(=O)(=O)c3ccccc3Cl)ccc2OC[C@@H](C)NC[C@@H]1C in the list: Xi reactivation = 0.1; RAD54 branch = 4; ERp5 block = 5; E-selectin induc = 0.1; ERAP1 HTS inh = 3; S100A4 MyoIIA = -2; RAD52 inh = -9; esBAF inh = -5

# Further results
SMILES,Xi reactivation,RAD54 branch,ERp5 block,E-selectin induc,ERAP1 HTS inh,S100A4 MyoIIA,RAD52 inh,esBAF inh
C[C@H]1CN([C@@H](C)CO)C(=O)c2cc(NC(=O)Nc3ccc(F)cc3)ccc2O[C@H]1CN(C)S(=O)(=O)c1ccc(F)cc1,0.3,0,-4,0.6,2,-14,13,5
O=C(NC(=O)c1ccccc1Cl)Nc1ccc(-c2cnco2)cc1,0.3,nt,-2,4.0,2,-3,-32,nt
CCCC(=O)Nc1ccc(N2CCN(C(=O)c3cc4ccccc4o3)CC2)cc1,0.0,-4,-1,0.1,0,-2,-1,-7
CN(C)c1ccc2c(c1)[C@H]1C[C@@H](CC(=O)NCc3ccccc3)O[C@@H](CO)[C@H]1O2,0.2,6,8,-0.6,0,-26,-284,0
CC(=O)N(C)C[C@@H]1Oc2cc(C#C[C@@H](C)O)ccc2S(=O)(=O)N([C@@H](C)CO)C[C@@H]1C,-0.5,-12,-2,0.2,2,2,8,0
CO[C@H]1CC[C@H]2CCN(C)C(=O)C[C@@H](c3ccccc3)CN(C)C(=O)c3cc(C#N)ccc3OC[C@H]1O2,-0.1,-11,1,-0.2,1,16,-2,-2
COc1cccc(C(=O)NCC(=O)NCc2cc(=O)n(C)c(=O)n2C)c1,0.1,2,-1,nt,-1,2,-9,-5
O=C(CSc1ccc(Cl)cc1)Nc1cccc(-c2nnc(-c3ccco3)o2)c1,0.1,-2,1,nt,-2,-4,-9,1
CCOC(=O)Cc1nn(C)c(=O)c2ccccc12,nt,-10,1,nt,-3,-1,-17,6
CNC(=O)c1ccsc1NC(=O)CN1C(=O)CCC1=O,0.0,-2,0,-0.1,-1,7,-4,-2
CC(C)C(=O)NC(=O)COC(=O)/C=C/c1cccs1,0.0,1,-1,0.2,-3,-1,-11,0
O=C(CN1CCOCC1)N1CCCCN2[C@H](C1)[C@@H](c1ccc(-c3ccccc3F)cc1)[C@@H]2CO,0.0,3,-2,-0.5,-1,-9,-10,0
CCN1[C@@H]2c3ccc(/C=C/c4ccccc4)c(=O)n3C[C@H]1[C@H](CO)[C@H]2C(=O)NCc1ccccn1,0.4,2,3,-0.2,0,7,-1,4
CCC(=O)c1ccc(OCC(=O)OCC(=O)N(CCC#N)c2ccc3c(c2)OCCO3)cc1,0.1,nt,-2,nt,1,-3,-11,7
O=C(c1ccc2c(c1)OCO2)N1CCC2(CC1)Oc1ccc(Cl)cc1C(=O)C21CC(c2ccccc2)=NO1 (centres undefined),0.1,10,0,-0.3,2,-3,-11,8
C[C@H]1CN([C@@H](C)CO)C(=O)c2cc(N(C)C)ccc2O[C@@H]1CN(C)Cc1ccc(Oc2ccccc2)cc1,0.2,-1,-1,0.2,3,-8,10,-3
CC(=O)N1CCN(S(=O)(=O)c2cccc(C(=O)NNC(=O)Cn3nc(C)cc3C)c2)CC1,0.0,18,-12,-0.6,-1,5,-5,0
Cc1cccc2cc(CN(Cc3ccco3)C(=O)c3ccco3)c(=O)[nH]c12,0.0,-5,2,0.0,3,-9,-13,6
Cc1ccc(C(=O)N/C(=C/c2cccs2)C(=O)NCc2ccco2)cc1,0.3,7,1,nt,2,2,-8,nt
COc1cccc(C#Cc2cnc3c(c2)C(=O)N([C@H](C)CO)C[C@H](C)[C@H](CN(C)C(=O)C2CCOCC2)O3)c1,-1.0,2,-1,-0.4,0,4,2,-5
O=C(NCc1ccco1)C12CN(Cc3ccccc3)CC1C(c1ccc([N+](=O)[O-])cc1)=NO2 (centres undefined),-0.3,0,1,-0.1,4,11,-22,-7
CCOC(=O)N1CCC(NC(=O)c2oc3c(F)cccc3c2C)CC1,0.4,1,-17,nt,-1,0,-6,50*
Cc1noc(C)c1S(=O)(=O)Nc1ccc2c(c1)C(=O)N([C@H](C)CO)C[C@H](C)[C@@H](CN(C)C)OCCCC[C@@H](C)O2,0.1,3,0,0.1,0,2,-16,-1
Cc1cc(=O)[nH]c2ccc(S(=O)(=O)Nc3ccc(O)cc3)cc12,0.2,-4,1,nt,-1,0,-8,1
COc1ccc(NC(=O)Nc2ccc3c(c2)C(=O)N([C@H](C)CO)C[C@H](C)[C@H](CN(C)Cc2ccc(C(=O)O)cc2)OCCCC[C@@H](C)O3)cc1,-0.1&0.0,6&-1,5&4,nt,-11&-14,2&-3,-2&-6,-1&4
COc1cccc(OCc2cc(C(=O)N3CCN(c4ccccc4OC)CC3)no2)c1,0.0,-15,-3,nt,1,-1,-25,77*
COc1cc(OC)c(OC)cc1/C=N/Nc1ncnc2c1[nH]c1ccccc12,-0.3,6,1,-0.3,1,1,-1,nt
CC(OC(=O)c1ccc(NS(=O)(=O)c2ccc3[nH]c(=O)[nH]c3c2)cc1)C(=O)Nc1ccc(Cl)cc1 (centres undefined),0.5,nt,3,8.2,-2,-4,-22,nt
COc1ccc(C(=O)C2CCCN(Cc3ccc4nonc4c3)C2)c(OC)c1 (centres undefined),-0.3,-6,-5,1.1,3,-18,-25,-1
Cc1cc2c(SCC(=O)Nc3cccc(O)c3)ncnc2s1,0.6,0,4,1.1,-1,-1,-24,11
COc1ccc(CCNC(=O)[C@H](C)NC(=O)[C@@H]2CSC3c4ccccc4C(=O)N32)cc1 (some centres undefined),0.2,-7,-1,nt,0,-4,-1,-5
O=C(c1ccc2nc[nH]c2c1)N1CCc2ccccc2C1,-0.1,1,4,nt,-1,-4,-17,-4
CCCCN=Cc1c(C)[nH]n(-c2ccccc2)c1=S,-0.2,nt,-3,nt,7,-6,-6,nt
O=C(Cc1ccccn1)N[C@H]1CC[C@H](CCn2cc(-c3ccccc3)nn2)O[C@H]1CO,-0.4,4,1,-0.3,1,-3,-14,8
COc1ccc(-c2cnc3c(c2)C(=O)N([C@@H](C)CO)C[C@@H](C)[C@H](CN(C)C(=O)NC2CCCC2)O3)cc1,0.3,-1,-4,-5.4,-1,0,-3,2
O=C(C[C@H]1CC[C@H](NS(=O)(=O)c2ccc(F)cc2)[C@@H](CO)O1)NCc1ccncn1,0.0,9,-1,6.5,1,0,3,11
Cc1c(C)c2ccc(OCC(=O)N3CCC[C@@H]3C(=O)O)c(C)c2oc1=O,nt,0,4,nt,0,-9,-3,-4
C[C@@H]1CN([C@H](C)CO)C(=O)Cc2cc(NC(=O)CCN3CCOCC3)ccc2O[C@H]1CN(C)Cc1ccc(C(F)(F)F)cc1,0.1,1,4,nt,2,8,3,-4
